# ATG4B inh – ATG4B protease inhibitors, primary screen, biochemical, fluorescence, uHTS. Cysteine protease ATG4B (Homo sapiens), Q9Y4P1. AID 504462, 2011. 0.51% of 340,000 active. ATG4B cleavage of LC3-PLA2, NBD-HPC fluorescence, 1 h. inhibition, % at 8.33 µM; in the data active = inhibition above about 40%
# mIAP act – activators of mouse IAP, primary screen, biochemical, luminescence, uHTS. AID 2805, 2010. muIAP, CDP-Star luminescence, 30 min; hits give high values; 1 = vehicle-only enzyme signal, 0 = enzyme-free wells. activation factor at 10 µM. intestinal alkaline phosphatase [Mus musculus]. 0.24% of 330,000 active;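 active = activation factor of at least 2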; also: the source names both 10 and 20 µM as test concentration; values of inactives mirror those of a sister screen read the other way
#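 Assay system: mouse IAP enzyme; Reagent: CDP-Star chemiluminescent phosphatase substrate; Compound: DMSO-dissolved test compounds; Incubation: 30 min, room temperature; Technique: luminescence from enzymatic CDP-Star hydrolysis; Controls: DMSO-only wells and no-enzyme negative control.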
# hIAP inh – human IAP inhibitors, primary screen, biochemical, luminescence, uHTS | Intestinal-type alkaline phosphatase (Homo sapiens), P09923 | purified IAP, CDP-Star luminescence, 30 min | inhibition, % at 10 µM | 0.12% of 330,000 active;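 active = inhibition reaching a set limit with compound at 10 µM in the primary screen, cut at about 35% in these data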;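 also: plate controls were DMSO wells with enzyme for no effect and no-enzyme buffer wells for full effect; values of inactives mirror those of a sister screen read the other way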
# Target sequence (P09923 whole entry, looked up): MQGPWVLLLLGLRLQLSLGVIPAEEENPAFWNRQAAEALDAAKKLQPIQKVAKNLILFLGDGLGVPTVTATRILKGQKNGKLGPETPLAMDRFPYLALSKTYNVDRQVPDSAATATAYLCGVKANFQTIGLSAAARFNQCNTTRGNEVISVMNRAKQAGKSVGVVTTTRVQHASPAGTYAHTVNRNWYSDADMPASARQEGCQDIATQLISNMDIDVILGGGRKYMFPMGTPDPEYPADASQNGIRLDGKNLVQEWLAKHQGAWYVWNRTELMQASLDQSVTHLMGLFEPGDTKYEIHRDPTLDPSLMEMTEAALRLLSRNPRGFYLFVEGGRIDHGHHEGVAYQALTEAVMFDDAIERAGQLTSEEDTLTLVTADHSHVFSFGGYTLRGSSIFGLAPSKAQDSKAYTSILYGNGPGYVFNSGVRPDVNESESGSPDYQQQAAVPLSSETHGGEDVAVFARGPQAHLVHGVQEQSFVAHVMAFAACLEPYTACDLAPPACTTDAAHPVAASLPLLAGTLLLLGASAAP
# mIAP block – inhibitors of mouse IAP, primary screen, biochemical, luminescence, uHTS; purified mouse IAP, CDP-Star luminescence, 30 min; intestinal alkaline phosphatase [Mus musculus]; inhibition, % at 10 µM; 0.2% of 330,000 active;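 active = inhibition of at least 40% at 10 µM in the primary screen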;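 also: plate controls were DMSO with enzyme for no effect and no enzyme wells for full effect; values of inactives mirror those of a sister screen read the other way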
# APOBEC3A inh – APOBEC3A ssDNA deaminase inhibitors, primary screen, selectivity assay for APOBEC3G inhibitor project, biochemical, FAM/TAMRA oligo cleavage fluorescence; 0.41% of 330,000 active; AID 493011, 2011; inhibition, % at 20 µM; DNA dC->dU-editing enzyme APOBEC-3A (Homo sapiens), P31941; recombinant A3A, FAM/TAMRA ssDNA deamination fluorescence;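 active = at least 40% inhibition at 20 µM here, with at most 30% in a related deaminase screen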;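 also: plate controls were A3A with DMSO for no effect and wells lacking A3A enzyme for full effect; some results filed as inactive read as strong as hits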
# Target sequence (P31941 whole entry, looked up): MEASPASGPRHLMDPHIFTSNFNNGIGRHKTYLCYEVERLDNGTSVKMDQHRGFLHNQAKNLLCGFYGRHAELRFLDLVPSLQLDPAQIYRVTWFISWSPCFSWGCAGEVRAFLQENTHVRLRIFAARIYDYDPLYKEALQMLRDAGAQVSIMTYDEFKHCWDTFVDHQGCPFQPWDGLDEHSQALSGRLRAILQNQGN
# APOBEC3G inh – APOBEC3G DNA deaminase inhibitors, primary screen, biochemical, fluorescence, single-stranded DNA substrate, uHTS; inhibition, % at 20 µM; 0.28% of 330,000 active; recombinant A3G, ssDNA deamination FAM/TAMRA fluorescence;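 active = inhibition of at least 40% at 20 µM, with no more than 30% in the related APOBEC3A deaminase screen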;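 also: plate controls were DMSO wells with A3G for no effect and wells lacking A3G enzyme for full effect; some compounds called inactive have numbers as strong as hits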
# Target sequence (Q9HC16 whole entry, looked up): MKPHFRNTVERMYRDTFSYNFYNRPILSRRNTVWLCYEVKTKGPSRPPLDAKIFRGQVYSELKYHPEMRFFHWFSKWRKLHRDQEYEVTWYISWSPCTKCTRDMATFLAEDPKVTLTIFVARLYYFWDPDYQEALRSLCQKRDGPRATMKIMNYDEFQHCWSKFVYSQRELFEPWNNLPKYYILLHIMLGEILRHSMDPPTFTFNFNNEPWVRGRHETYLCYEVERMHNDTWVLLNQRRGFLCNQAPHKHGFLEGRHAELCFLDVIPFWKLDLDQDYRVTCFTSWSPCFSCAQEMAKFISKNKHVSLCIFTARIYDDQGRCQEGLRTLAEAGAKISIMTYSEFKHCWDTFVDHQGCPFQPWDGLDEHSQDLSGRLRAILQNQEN
# MPTP block – mitochondrial permeability transition pore inhibitors, primary screen, biochemical, isolated mouse mitochondria, absorbance; Ca2+ swelling absorbance, 30 min; inhibition, % at 10 µM; 1.4% of 360,000 active; AID 602449, 2012;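 active = inhibition of 50% or more, scaled per plate between neutral and stimulator controls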;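 also: 0% = DMSO wells given calcium and 100% = 1 mM EGTA wells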
# hIAP act – human IAP activators, primary screen, biochemical, luminescence, uHTS. Intestinal-type alkaline phosphatase (Homo sapiens), P09923. purified human IAP, CDP-Star luminescence, 30 min; hits give high values; 1 = vehicle-only enzyme, 0 = enzyme-free background. activation factor at 10 µM. 0.16% of 330,000 active. AID 2524, 2010;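 active = activation factor of the enzyme at least 2-fold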; also: the source names both 10 and 20 µM as test concentration; values of inactives mirror those of a sister screen read the other way
# MIN6 prolif – inducers of MIN6 beta-cell proliferation, primary screen, ATP luminescence, uHTS; AID 2380, 2010; MIN6 cells proliferation, ATPlite luminescence, 48 h; cells starved in 0.2% serum; 100% = growth in 10% serum; proliferation, % at 10 µM; 0.29% of 330,000 active;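 active = compounds whose signal lies at least 3.5 SD above the mean of all wells on their plate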;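 also: 0% = DMSO-treated cells in low-serum medium and 100% = 10% serum control; some compounds called inactive have numbers as strong as hits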
# An asterisk follows results filed as active; . = no result given. Not a hit list. About 3.3% of those tested had a hit in this group.
SMILES,ATG4B inh,mIAP act,hIAP inh,mIAP block,APOBEC3A inh,APOBEC3G inh,MPTP block,hIAP act,MIN6 prolif
CCC1(c2ccccc2)NC(=O)N(CC(=O)Nc2ccc(S(N)(=O)=O)cc2)C1=O (centres undefined),-7,0.95,4,5,1,-3,-0.2,0.96,2
COC(=O)[C@@]1(Cc2ccccc2)[C@H]2C(=O)N(C)C(=O)[C@H]2[C@H]2CN=C(SCc3ccc(C#N)cc3)N21,-4,1,.,-2,-2,-3,-0.1,.,.
COC(=O)CSC1=C(C#N)C(c2ccccc2)CC(=O)N1 (centres undefined),-2,0.95,-22,4,-7,-3,-0.6,1.2,-4
Cc1nc(SCC(=O)NCC2COc3ccccc3O2)c2c(C)c(C)sc2n1 (centres undefined),4,0.95,-3,5,-2,-8,0.3,1,-3
O=C(O)c1cc(NC(=O)c2ccc([N+](=O)[O-])cc2)cc(NC(=O)c2ccc([N+](=O)[O-])cc2)c1,-3,1,4,0,-1,-7,0.0,0.96,1
C=CCNS(=O)(=O)c1ccc(OCC(=O)OCC)cc1,-5,1.1,8,-8,-4,-3,-2.3,0.92,2
CSCCC(NC(=O)c1ccccc1)C(=O)N1CCN(C(C)=O)CC1 (centres undefined),-3,1,-12,-4,0,-2,0.5,1.1,-1
CCn1c(SCc2ccccc2Cl)nc2ccccc21,38,1,-74,-2,-4,-6,5.2,1.7,-3
CC(C)Cn1cnc2c(c(-c3ccccc3)c(-c3ccccc3)n2Cc2ccco2)c1=N,-1,0.99,-15,1,-1,-5,8.6,1.1,-4
COc1cc2c(cc1OC)/C(=C/C(=O)c1ccc(F)cc1)NCC2,-6,0.9,-4,10,-5,-9,-0.6,1,6

# An excerpt from above in order of their number in hIAP act, ascending:
canonical_smiles	hIAP act
O=C(O)c1cc(NC(=O)c2ccc([N+](=O)[O-])cc2)cc(NC(=O)c2ccc([N+](=O)[O-])cc2)c1	0.96
Cc1nc(SCC(=O)NCC2COc3ccccc3O2)c2c(C)c(C)sc2n1 (centres undefined)	1
COC(=O)CSC1=C(C#N)C(c2ccccc2)CC(=O)N1 (centres undefined)	1.2

# Other compounds
SMILES,ATG4B inh,mIAP act,hIAP inh,mIAP block,APOBEC3A inh,APOBEC3G inh,MPTP block,hIAP act,MIN6 prolif
Cc1ccccc1OCc1n[nH]c(=S)n1Cc1ccccc1,26,1,-30,-4,-11,-8,1.4,1.3,2
CN1CC(c2ccc(C#N)cc2)C2(COc3ccccc3C2=O)C12C(=O)Nc1ccccc12 (centres undefined),-6,0.91,6,9,0,-3,4.0,0.94,-5
Cc1nnsc1Sc1cccc(C(F)(F)F)c1,-1,0.95,0,5,-4,-9,1.8,1,3
CCCc1cc(=O)[nH]c(SCC(=O)N2CCN(S(=O)(=O)c3ccc(Cl)cc3)CC2)n1,-8,0.95,5,5,2,0,-0.4,0.95,-3
Cc1ccc(C(=O)NC(C)c2ccc(S(N)(=O)=O)cc2)s1 (centres undefined),-4,0.97,11,3,0,-6,-0.7,0.89,-1
COc1ccccc1N(C(C)=O)c1nc(C)cc(C)c1C#N,-17,1,-27,-3,-4,-6,-1.9,1.3,-2
N#Cc1c(/N=C/c2cccs2)sc2c1CCC2,27,0.81,-5,19,-1,-5,-0.4,1.1,0
C#CCNc1ccc([N+](=O)[O-])cc1,-1,0.94,-2,6,0,0,2.1,1,-2
C=CCc1ccc(OCCOc2cccc(/C=N/n3cnnc3)c2)c(OC)c1,2,1.1,3,-6,2,-3,-1.4,0.97,-4
CSc1nc2c(c(=O)[nH]c(=O)n2C)n1Cc1ccccc1,-5,0.97,-37,3,-1,1,-0.2,1.4,-3
CC(=O)Nc1cccc2c1C(=O)N(c1ccccc1C)C2=O,6,1,3,-1,-5,-5,0.0,0.97,-4
Cc1ccc(-n2nnnc2SCC(=O)c2c(N)n(CC(C)C)c(=O)n(C)c2=O)cc1,-6,1,9,0,10,3,-0.5,0.91,-1
CC(C(=O)c1ccc(-c2ccccc2)cc1)[n+]1cccc(Br)c1 (centres undefined),8,0.95,-4,5,-3,-8,0.1,1,-4
O=C1C(=O)N(CNc2ccccn2)c2ccccc21,8,0.87,-9,13,0,-6,-1.8,1.1,-3
O=C(COc1cccc2ccccc12)NNC(=O)c1cnccn1,1,0.96,-62,4,1,-3,0.4,1.6,-2
Cc1cccc(N2C(=O)CN=C2Nc2nc(C)cc(C)n2)c1,-6,0.99,-6,1,2,0,-1.5,1.1,0
NS(=O)(=O)c1ccc(CNC(=O)/C=C/c2ccccc2[N+](=O)[O-])cc1,-9,0.93,0,7,-2,-11,0.3,1,-4
COC(=O)C1=C(C)N(Cc2ccccc2)C(=NCCc2c[nH]c3ccccc23)N[C@H]1c1ccccc1,2,1.1,10,-11,24,8,2.7,0.9,-6
Cc1c(C)c2c(OCC(=O)N3CCC(C(=O)O)CC3)cc3c(c2oc1=O)CCC(C)(C)O3,-5,1,1,-1,2,1,-2.8,0.99,1
O=C(NCc1ccncc1)c1ccc(S(=O)(=O)Nc2ccccc2)cc1,-6,1,-2,-3,-2,-9,0.8,1,-4
CCn1c(SCC(=O)NCC2CCCO2)nc2c(c1=O)SC(C)C2 (centres undefined),-3,0.93,6,7,-2,3,-0.4,0.94,-4
CC1(C(=O)NC2CCCCCC2)CCC(=O)N1Cc1ccc2c(c1)OCO2 (centres undefined),-2,1.1,-19,-9,4,3,-0.8,1.2,0
CCOC(=O)c1c(C)n(CCO)c2ccc(O)cc12,0,1,-7,0,2,1,-4.1,1.1,-1
Cc1ccc2[nH]cc(CCNC(=O)c3cccnc3)c2c1,1,0.97,-12,3,-1,2,0.7,1.1,-1
Cc1ccc(NC(=O)c2sc3nc(N)c(C#N)cc3c2N)cc1,-25,0.91,10,9,-2,53*,2.2,0.9,-4
Cn1nnnc1SCC(=O)Nc1ccc(Cl)cn1,-5,0.92,9,8,1,-2,-0.3,0.91,-2
Cc1cc2oc(=O)cc(CN3CCCCC3C)c2cc1C (centres undefined),-1,1,16,0,-2,-1,-0.2,0.84,-5
Cc1noc(C)c1C(=O)Nc1nc(C23CC4CC(CC(C4)C2)C3)cs1,6,1,6,0,-1,-2,3.8,0.94,-6
O=C(CCC1N=C2c3ccccc3N=C(SCC(=O)NCC3CCCO3)N2C1=O)NCc1ccc(F)cc1 (centres undefined),4,0.91,-21,9,-6,-8,-0.7,1.2,-5
NC(=O)CC(NC(=O)c1cccc(Br)c1)c1ccc(NC2CCC2)c([N+](=O)[O-])c1 (centres undefined),-15,0.91,7,9,5,-8,-2.1,0.93,-3
CC[n+]1c(C)sc2c(C)cc(C)cc21,-2,0.96,0,4,34,16,1.1,0.99,-4
S=C1c2ccccc2CN1c1ccccc1,6,0.93,-5,7,0,-2,1.5,1.1,0
O=C(Nc1ccc([N+](=O)[O-])cc1)c1cccc(S(=O)(=O)Nc2ccccn2)c1,-3,0.97,-4,3,1,-3,-0.2,1,-2
COc1ccc(S(=O)(=O)N2CCCCCC2)cc1NC(=O)CCCOc1ccccc1,-3,1.2,-6,-18,0,-6,0.1,1.1,-4
COCC(C)N1CCC(n2nccc2NC(=O)CCCc2ccccc2)CC1 (centres undefined),-3,0.99,-15,1,-2,0,-1.0,1.1,1
COc1ccc(CCc2nc(-c3cccs3)no2)cc1,5,1,-16,-5,0,-6,0.0,1.2,-1
C/C(=N\NC(=O)C1CC1)c1cccnc1,2,1,0,-1,-3,-4,2.4,1,4
C/C(=N\OC(=O)c1ccc(Cl)c(Cl)c1)c1sc(C)nc1C,2,1,10,0,-1,-4,1.8,0.9,0
CC(Oc1cccc(F)c1)C(=O)/C=C\N(C)C (centres undefined),5,1,7,-1,1,0,1.4,0.93,1
Cc1[nH]c2ccccc2c1C(=O)C(=O)N1CCN(c2ccccc2F)CC1,-8,0.93,-12,7,6,2,5.7,1.1,-2
CCOC(=O)c1nn(-c2ccc(OCC)cc2)c2nc(-c3cccc(OC)c3)c(C#N)c(=O)n12,0,1.1,-3,-5,-5,-4,3.3,1,-1
COc1cc(/C=N/n2nnnc2N)cc(Cl)c1OC,-11,1,-6,-5,-1,4,0.8,1.1,1
C=CCSc1nc(C)c(Cc2cccc3ccccc23)c(=O)[nH]1,-6,0.98,-11,2,0,-4,0.7,1.1,-1
N#Cc1cnc(NCc2ccc(Cl)cc2Cl)nc1,-2,1,21,-2,-2,-5,0.5,0.79,1
CC(=O)N1c2ccccc2[C@H](C)[C@H]1C,4,1,5,-2,-2,-6,-1.2,0.95,4
Cc1ccccc1NC(=S)N(CCCN1CCCCC1)Cc1ccco1,5,0.92,25,8,-3,-6,-1.1,0.75,0
COC(=O)c1nn(-c2ccccc2)c(Sc2ccc(Cl)cc2)c1/C=N/O,-10,1,-4,0,1,-5,-0.3,1,-4
O=C(CC1CCCCC1)NCc1nc(-c2ccccc2)no1,4,0.89,4,11,5,0,2.0,0.96,-5
Cc1onc(-c2ccccc2)c1C(=O)Nc1cccc2nsnc12,-10,0.98,-18,2,4,-2,3.4,1.2,0
O=C(CNC(=O)Cc1ccccc1)N=Nc1c(O)[nH]c2ccccc12,-5,0.87,-20,13,2,-1,-2.5,1.2,0
# Other compounds:
SMILES,ATG4B inh,mIAP act,hIAP inh,mIAP block,APOBEC3A inh,APOBEC3G inh,MPTP block,hIAP act,MIN6 prolif
CC(=O)c1ccc(OCC(=O)OCC(=O)N(CC(C)C)c2c(N)n(Cc3ccccc3)c(=O)[nH]c2=O)cc1,-3,1.1,-5,-10,-1,-10,0.5,1,2
NS(=O)(=O)c1ccc(CNC(=O)/C=C/c2c(Cl)cccc2Cl)cc1,.,0.98,-34,2,-3,-4,.,1.3,1
CCCCn1c(N)c(N(CC(C)C)C(=O)c2ccc(COc3ccccc3)o2)c(=O)[nH]c1=O,-4,0.97,4,3,3,-4,-1.1,0.96,3
Brc1ccc2cccnc2c1,0,1,-18,0,-2,-6,0.8,1.2,-2
Cc1cccc(NC(=O)C(=O)NNC(=O)c2ccc(C(C)(C)C)cc2)c1,-1,0.93,-38,7,-2,-8,3.6,1.4,0
CCc1cccc(C)c1NC(=O)CN(C)C1=NS(=O)(=O)c2ccccc21,1,0.95,-5,5,0,2,-0.1,1,-6
O=C(CCCN1C(=O)CCC1=O)Nc1ccc2c(c1)OCO2,-3,1,-39,-3,-5,-1,-0.9,1.4,-3
COc1cccc(CC2(CO)CCN(Cc3cccn3-c3cccnc3)CC2)c1,19,0.77,-9,23,0,-3,-0.2,1.1,1
Cn1nc(C(F)(F)F)c2cc(C(=O)NC3CC3)sc21,-1,0.95,6,5,1,-2,-3.3,0.94,0
CN(CC(=O)Nc1ccc(F)cc1)C(=O)c1cc(-c2ccco2)nc2ccccc12,5,0.94,12,6,82,55,-1.1,0.89,0
COc1c(C)cccc1C(=O)Nc1ccc(N2CCOCC2)c(Cl)c1,-10,0.97,-1,3,-5,-3,2.5,1,-1
Cc1cccc(C(C#N)c2nc3ccccc3nc2C(F)(F)F)c1 (centres undefined),0,1,6,-2,-2,-2,4.2,0.94,-3

# Bioassay records as filed in PubChem BioAssay.
